hIAP inh = blocks human intestinal alkaline phosphatase. P09923. purified IAP, CDP-Star luminescence, 30 min. inhibition, % at 10 µM. actives 0.12% (n = 330,000). AID 2544;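 active = inhibition reaching a set limit with compound at 10 µM in the primary screen, cut at about 35% in these data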;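 also: plate controls were DMSO wells with enzyme for no effect and no-enzyme buffer wells for full effect; values of inactives mirror those of a sister screen read the other way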
hIAP act = human IAP activation. actives 0.16% (n = 330,000). P09923. activation factor at 10 µM. purified human IAP, CDP-Star luminescence, 30 min; hits give high values; 1 = vehicle-only enzyme, 0 = enzyme-free background;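 active = activation factor of the enzyme at least 2-fold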; also: the source names both 10 and 20 µM as test concentration; values of inactives mirror those of a sister screen read the other way
mIAP block = blocks mouse intestinal alkaline phosphatase | purified mouse IAP, CDP-Star luminescence, 30 min | inhibition, % at 10 µM | actives 0.2% (n = 330,000) | AID 2806;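 active = inhibition of at least 40% at 10 µM in the primary screen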;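 also: plate controls were DMSO with enzyme for no effect and no enzyme wells for full effect; values of inactives mirror those of a sister screen read the other way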
SENP1 inh = SENP1 (human) catalytic domain inhibition. Q9P0U3. recombinant SENP1 catalytic domain, CyPet-SUMO1-YPet FRET cleavage. inhibition, % at 10 µM. actives 0.21% (n = 360,000);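 active = inhibition at least 30% at 10 µM, raw YFP signal under a set limit, fluorescence ratio 0.5 to 1.5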;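 also: 0% = enzyme with DMSO and 100% = no enzyme wells; some results filed as inactive read as strong as hits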
Target sequence (Q9P0U3 419-644 limits assumed): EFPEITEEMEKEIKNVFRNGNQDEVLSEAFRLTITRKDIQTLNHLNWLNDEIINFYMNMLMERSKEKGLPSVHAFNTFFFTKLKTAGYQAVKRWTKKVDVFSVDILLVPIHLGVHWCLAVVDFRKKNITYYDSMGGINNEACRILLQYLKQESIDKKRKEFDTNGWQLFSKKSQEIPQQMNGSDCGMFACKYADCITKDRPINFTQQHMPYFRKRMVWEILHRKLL
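Controls: no-enzyme wells low, DMSO-plus-enzyme wells high control. Test system: human recombinant His6-tagged SENP1 catalytic domain enzyme. Reagent: SFCypet-SUMO1-SFYpet FRET protein substrate, 25 nM final. Doses: one dose per compound, 10 µM, 0.5% DMSO. Detection: FRET, CFP and YFP emission. Timing: 50 min reaction at room temperature.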
NALP3 yeast inh = inhibitors of NALP3 inflammasome in yeast; AID 2825; actives 0.39% (n = 330,000); inhibition, % at 10 µM; Yeast reconstituted NLRP3/ASC/caspase-1, beta-gal luminescence, 24 h;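 active = inhibition of 50% or more; inactive = inhibition below 50%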;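 also: plate controls were induced DMSO wells for no effect and uninduced yeast grown without galactose for full effect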
APOBEC3A inh = inhibitors of human APOBEC3A DNA deaminase; P31941; recombinant A3A, FAM/TAMRA ssDNA deamination fluorescence; inhibition, % at 20 µM; actives 0.41% (n = 330,000); AID 493011;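 active = at least 40% inhibition at 20 µM here, with at most 30% in a related deaminase screen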;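 also: plate controls were A3A with DMSO for no effect and wells lacking A3A enzyme for full effect; some results filed as inactive read as strong as hits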
Target sequence (P31941 whole entry, looked up): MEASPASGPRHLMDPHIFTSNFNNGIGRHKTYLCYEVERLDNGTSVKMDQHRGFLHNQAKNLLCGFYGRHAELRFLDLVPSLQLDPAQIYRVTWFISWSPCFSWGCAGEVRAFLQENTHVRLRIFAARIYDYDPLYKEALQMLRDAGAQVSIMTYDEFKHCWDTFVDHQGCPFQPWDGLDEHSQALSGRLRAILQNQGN
APOBEC3G inh = inhibitors of human APOBEC3G DNA deaminase; AID 493012; actives 0.28% (n = 330,000); inhibition, % at 20 µM; recombinant A3G, ssDNA deamination FAM/TAMRA fluorescence; Q9HC16;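 active = inhibition of at least 40% at 20 µM, with no more than 30% in the related APOBEC3A deaminase screen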;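 also: plate controls were DMSO wells with A3G for no effect and wells lacking A3G enzyme for full effect; some compounds called inactive have numbers as strong as hits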
Target sequence (Q9HC16 whole entry, looked up): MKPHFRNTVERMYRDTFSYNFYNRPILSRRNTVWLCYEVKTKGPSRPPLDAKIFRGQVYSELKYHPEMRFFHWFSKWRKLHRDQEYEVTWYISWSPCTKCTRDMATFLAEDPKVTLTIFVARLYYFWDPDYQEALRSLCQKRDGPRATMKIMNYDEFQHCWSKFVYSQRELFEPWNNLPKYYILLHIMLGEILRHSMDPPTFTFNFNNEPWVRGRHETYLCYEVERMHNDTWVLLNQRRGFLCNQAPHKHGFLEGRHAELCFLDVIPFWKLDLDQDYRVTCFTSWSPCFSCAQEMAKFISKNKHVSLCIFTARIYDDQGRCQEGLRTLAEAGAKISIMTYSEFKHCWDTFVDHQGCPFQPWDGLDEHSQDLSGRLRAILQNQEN
mIAP act = increases mouse intestinal alkaline phosphatase activity. actives 0.24% (n = 330,000). AID 2805. muIAP, CDP-Star luminescence, 30 min; hits give high values; 1 = vehicle-only enzyme signal, 0 = enzyme-free wells. activation factor at 10 µM;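 active = activation factor of at least 2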; also: the source names both 10 and 20 µM as test concentration; values of inactives mirror those of a sister screen read the other way
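System: mouse IAP enzyme. Reagent: CDP-Star chemiluminescent phosphatase substrate. Benchmarks: DMSO wells, no-enzyme wells. Times: 30 min enzyme-substrate-compound incubation at room temperature. Detection: luminescence from enzymatic CDP-Star hydrolysis. Doses: test compounds delivered from DMSO solution.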
beta cell repl = MIN6 beta-cell proliferation induction; MIN6 cells proliferation, ATPlite luminescence, 48 h; cells starved in 0.2% serum; 100% = growth in 10% serum; actives 0.29% (n = 330,000); proliferation, % at 10 µM;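 active = compounds whose signal lies at least 3.5 SD above the mean of all wells on their plate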;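 also: 0% = DMSO-treated cells in low-serum medium and 100% = 10% serum control; some compounds called inactive have numbers as strong as hits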
* = called active by the depositor. The list is partial. The share of hits here may be higher or lower than overall.

Results follow in this order: hIAP inh	hIAP act	mIAP block	SENP1 inh	NALP3 yeast inh	APOBEC3A inh	APOBEC3G inh	mIAP act	beta cell repl
O=C1C2CCCN2C(=O)N1CCCCN1CCN(c2ccccc2)CC1 (configuration not stated)
  -7	1.1	-2	-1	3	6	-4	1	-2
COc1cccc(C2c3[nH]c4ccccc4c3C[C@H]3C(=O)N(CCCOC(C)C)CC(=O)N23)c1 (some centres not stated)
  2	0.98	-1	-14	11	-3	-8	1	-4
O=C(Cc1ccccc1F)Nc1cc(S(=O)(=O)N2CCOCC2)ccc1N1CCCC1
  6	0.94	-5	4	7	19	4	1.1	2
O=C(NCCN1CCN(Cc2ccccc2)CC1)C1c2ccccc2C(=O)N2CCc3ccccc3C12 (configuration not stated)
  7	0.93	-11	2	-9	-1	-2	1.1	-2
COc1ccc(CCN2C(=NC(C)=O)SC3CS(=O)(=O)CC32)cc1OC (configuration not stated)
  -22	1.2	-5	2	5	-1	-4	1	-1
CC(=O)C1=C(O)C(=O)N(CCCO)C1c1ccccc1 (configuration not stated)
  -44	1.4	2	1	14	-4	-4	0.98	-1
O=C(/C=C/c1ccc2c(c1)OCO2)NCc1ccc(F)cc1
  -30	1.3	-4	2	34	-8	-3	1	0
CS(=O)(=O)N(CC(=O)NC1CCCC1)Cc1ccc(F)cc1
  5	0.95	3	1	6	-2	-4	0.97	0
Fc1ccc(COc2ccc(Br)cc2CNCc2ccncc2)cc1
  3	0.97	-9	0	19	-1	-6	1.1	-3
CC(C)n1cnnc1SCC(=O)NC(=O)c1ccccc1
  0	0.99	2	1	14	-1	-3	0.98	7
CCOC(=O)c1c(N2C(=O)C3C4C=CC(O4)C3C2=O)sc2c1CCCC2 (configuration not stated)
  -9	1.1	3	-4	9	-3	2	0.97	-2
CCOC(=O)c1nn(-c2ccccc2)c(=O)cc1OCC(=O)Nc1cc(C)ccc1C
  5	0.95	4	1	23	-3	-8	0.96	5
COc1cccc(C2c3c(-c4ccccc4)n[nH]c3C(=O)N2c2ccc(C(=O)O)cc2)c1 (configuration not stated)
  14	0.86	2	1	8	-1	-4	0.98	0
Cc1ccc(S(=O)(=O)NCC(=O)N2CCc3ccccc3C2)cc1
  -11	1.1	-4	0	6	-2	-5	1	1
CCc1cc2c(=O)n(-c3ccccc3)cnc2s1
  2	0.98	5	1	29	1	10	0.95	1
Cc1ccc2c(c1)N(CC(=O)N1CCCc3ccccc31)C(=O)CO2
  27	0.73	8	4	9	1	-6	0.92	0
Cc1cc(C)n2nc(SCC(=O)N3CCC(C(=O)O)CC3)nc2n1
  -8	1.1	-4	1	16	-3	-9	1	-2
CC(NCc1ccccc1O)C12CC3CC(CC(C3)C1)C2 (configuration not stated)
  -2	1	-11	1	29	1	1	1.1	-1
Cc1cccc(CN2CCCC(C(=O)c3ccc4c5c(cccc35)CC4)C2)n1 (configuration not stated)
  0	1	-4	-9	3	-1	-2	1	-7
CN(C)c1cccc2c1c(NC(=O)c1ccc(Cl)cc1)nn2C
  1	0.99	6	0	26	-6	-9	0.94	0

Part of the list above, with tabs.
Molecule	hIAP inh	hIAP act	mIAP block	SENP1 inh	NALP3 yeast inh	APOBEC3A inh	APOBEC3G inh	mIAP act	beta cell repl
CCc1cc2c(=O)n(-c3ccccc3)cnc2s1	2	0.98	5	1	29	1	10	0.95	1
O=C1C2CCCN2C(=O)N1CCCCN1CCN(c2ccccc2)CC1 (configuration not stated)	-7	1.1	-2	-1	3	6	-4	1	-2

Further results:
Results follow in this order: hIAP inh	hIAP act	mIAP block	SENP1 inh	NALP3 yeast inh	APOBEC3A inh	APOBEC3G inh	mIAP act	beta cell repl
Cc1ccnc(NC(=O)c2ccc(COc3c(F)c(F)cc(F)c3F)o2)c1
  0	1	-4	0	25	3	2	1	-4
COc1ccc(CN(C)Cc2cc(=O)n3ccsc3n2)c(OC)c1OC
  -6	1.1	-17	-4	-8	1	-8	1.2	2
CN(C)N1C(N)=C(C#N)C(c2ccccc2Cl)C2=C1CCCC2=O (configuration not stated)
  -12	1.1	5	-1	10	-2	-6	0.95	-4
CCOc1cc(/C=C2/NC(=O)N(CC(=O)Nc3cccc(C)c3)C2=O)ccc1OCC(N)=O
  -2	1	1	0	21	0	2	0.99	0
NC(=O)C1CCN(C(=O)Cc2ccc(-c3ccccc3)cc2)CC1
  15	0.85	3	-15	2	2	-4	0.97	0
Oc1c(Br)cc(Br)cc1CNn1cnnc1
  -6	1.1	-5	-1	11	-2	0	1.1	-2
C=C1CCN([C@@H](CC(C)C)C(=O)NCc2ccc(OC)cc2)S(=O)(=O)c2ccccc21
  5	0.95	-8	0	6	-2	-8	1.1	-1
O=C1CCCN1CCCn1cnc2c([nH]c3ccc(F)cc32)c1=O
  -15	1.2	-4	0	12	1	-3	1	2
COC(=O)c1ccc(CSc2nc3ccccc3o2)cc1
  -3	1	6	1	39	6	0	0.94	-3
COc1ccc(NC(=O)C(c2ccccc2)N2CCN(c3ccccn3)CC2)cc1Cl (configuration not stated)
  -2	1	-33	-1	4	-3	-7	1.3	-2
CCn1ccc(=N)cc1
  10	0.9	16	2	21	1	-7	0.84	-3
O=C(C[N+]1(CC#Cc2ccccc2)CCOCC1)c1ccc(Cl)cc1
  -1	1	1	3	1	-1	-4	0.99	-5
COCCOC(=O)c1c(C)nc(SCC(=O)Nc2cccc3ccccc23)c(C#N)c1-c1ccco1
  8	0.92	8	0	13	4	-4	0.92	-3
NC(=S)NNC(=O)Nc1ccc(Cl)c(Cl)c1
  19	0.81	2	0	9	0	-4	0.98	2
Cc1ccc(-n2c(C)cc(C3=NNC(=NC4CC4)SC3)c2C)cc1C
  4	0.96	3	-3	26	-1	0	0.97	-6
COc1cccc(NC(=O)CN(C)C(=O)CCCc2c[nH]c3ccccc23)c1
  2	0.98	-16	2	23	-5	-8	1.2	-3
Cc1ccc(C)c(NC(=O)CCC(=O)OC(C(=O)c2ccccc2)c2ccccc2)c1 (configuration not stated)
  -6	1.1	7	1	-91	-3	-11	0.93	-2
CCOC(=O)C1CCN(C(=O)c2ccc3c(=O)n4nc(Nc5cc(C)ccc5C)sc4nc3c2)CC1
  -43	1.4	-3	0	6	-2	-6	1	-6
CC(=O)c1cccc(NC(=O)Oc2ccccc2)c1
  18	0.82	0	0	7	-3	1	1	-2
Cn1c(=O)cc(SCC(=O)N2CCN(Cc3ccc4c(c3)OCO4)CC2)c2ccccc21
  -3	1	7	0	20	0	-4	0.93	-2
CC(=O)c1cccc(NC(=O)C2CCCN(S(=O)(=O)c3ccc(F)cc3)C2)c1 (configuration not stated)
  -14	1.1	-3	1	8	1	-4	1	-2
Cn1c(-c2ccccc2)cnc1NCc1cc(Cl)ccc1O
  -32	1.3	-10	-1	26	-5	0	1.1	-5
Cc1[nH]n(-c2ccccc2)c(=O)c1C=Nc1ccc2[nH]c(=O)[nH]c2c1
  -17	1.2	10	-2	14	2	-4	0.9	0
COc1cccc(C(=O)Nc2nc(-c3ccccc3)c(-c3ccccc3)o2)c1
  2	0.98	11	3	-65	-2	-9	0.89	0
CC(C)S(=O)(=O)c1csc(C(=O)NNC(=O)Nc2ccccc2)c1Cl
  -17	1.2	4	3	-3	-3	-4	0.96	-1
O=C(CN1CCN(c2ccc(O)cc2)CC1)Nc1ccc2c(c1)OCCCO2
  -17	1.2	12	-2	8	3	26	0.88	-7
O=C(Nc1ccccc1F)C1CCN(S(=O)(=O)c2cccnc2)CC1
  8	0.92	0	0	9	-5	-8	1	-3
COC(=O)c1cc(NC(=O)c2cc(-c3ccc(Cl)cc3)oc2C(F)(F)F)ccc1N1CCOCC1
  26	0.74	10	6	16	-4	-2	0.9	-6
CCOC(=O)c1c(NC(=O)NC(C)(C)C)sc2c1CCN(C)C2
  13	0.87	4	-63	16	1	1	0.95	-3
Cc1ccc2oc(-c3cccc(NC(=O)c4ccc(Br)o4)c3C)nc2c1
  -16	1.2	-6	0	25	-2	-4	1.1	-6
COc1ccc(NC(=O)CN(C)C(=O)c2ccc(NS(=O)(=O)c3ccc4[nH]c(=O)[nH]c4c3)cc2)cc1
  5	0.95	-4	2	10	-2	-5	1	-1
CC(C)(C)Nc1nc(Cl)nc(Nc2ccccc2)n1
  -4	1	-2	1	-12	-3	-2	1	-1
CCOC(=O)C1CCCN(C/C(O)=C(\C#N)c2nc(-c3ccc(Cl)cc3)cs2)C1 (configuration not stated)
  -24	1.2	6	-1	12	-5	-6	0.94	-1
CC(C)c1ccc(/C=C2\CC/C(=C\C=N\N(C)C)C2=O)cc1
  17	0.83	14	6	7	-1	-3	0.86	-5
Cc1ccc2c(c1)N(CCCC(=O)NCC1COc3ccccc3O1)C(=O)CO2 (configuration not stated)
  16	0.84	-1	0	16	-1	-8	1	4
Cc1cccc(-c2nnc(SCC(=O)NC3CCCC3)o2)c1
  1	0.99	-4	-1	21	0	-2	1	0
O=C(NCCc1ccc(Cl)cc1)c1ccc2c(c1)OCO2
  -11	1.1	-5	3	34	1	-6	1.1	1
CCOC(=O)C1CCCN(Cc2cc(Br)ccc2OC)C1 (configuration not stated)
  1	0.99	14	1	7	0	-6	0.86	-1
COc1ccc(-c2cnc(N)nc2-c2ccc(OCc3ccccc3)cc2O)cc1
  12	0.89	11	-3	-12	2	-2	0.89	-6
COc1cc(C(=O)OCC(=O)Nc2ccc(S(=O)(=O)N3CCCC3)cc2)cc(OC)c1OC
  12	0.88	-2	-1	7	-5	-7	1	0
CC(C)(C)n1nnnc1C(c1cccs1)N(Cc1cccnc1)CC1CCCO1 (configuration not stated)
  6	0.94	-1	2	-13	-5	-5	1	-2
CC1CCCCN1C(=O)c1ccc(C(=O)N2CCCCC2C)cc1 (configuration not stated)
  -12	1.1	-15	1	26	4	-1	1.1	-2
O=C1CCC(Cc2ccccc2)N1 (configuration not stated)
  10	0.9	-7	3	9	3	-3	1.1	-1
CC1CC(C)CN(C(=O)COC(=O)c2ccc(N3CCCC3=O)cc2)C1 (configuration not stated)
  2	0.98	-14	3	26	-2	-3	1.1	-2
Cc1cccc(NC(=O)c2ccc(CN3CCc4ccccc4C3)cc2)c1C
  4	0.96	-13	1	22	1	2	1.1	-2
CCCc1cc(C(=O)NCC(C)C)no1
  13	0.87	4	0	10	1	2	0.96	4
CCOc1cccc2cc(C(=O)NCc3ccc(F)cc3)c(=N)oc12
  -5	1.1	4	2	-6	-1	-2	0.96	-4
CC(=O)c1ccc(NS(=O)(=O)c2ccc(C)cc2)cc1
  18	0.82	11	1	9	-3	-4	0.89	3
CC1CCCN(CCSc2ccc(Cl)cc2)C1 (configuration not stated)
  18	0.82	-4	1	2	-1	-6	1	0
CCc1nnc(SCc2ccc([N+](=O)[O-])cc2)nc1CC
  3	0.97	-7	2	33	-6	-12	1.1	7
Cc1ccccc1C(C(=O)NC1CCCCC1)N(C(=O)CNC(=O)c1ccco1)c1cccnc1 (configuration not stated)
  14	0.86	1	-1	4	-1	-6	0.99	-3
